ALOX15B inhib = blocks human 15-lipoxygenase 2 activity. O15296. purified 15hLO-2, xylenol orange hydroperoxide absorbance. Potency, µM (series often up to 57.1 µM), inactives show at the highest dose activity change, negative = inhibition, hits mostly inhibitors. hit rate 0.56% among 110,000. AID 881; further: potency means the concentration at half of the fitted maximal effect; nearly all actives have a fitted effect of over 60% in size; many of its hits are not listed in these tables
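Purified human 15hLO-2 (50 nM) preincubated 15 min with compound, then 45 uM arachidonic acid for 90 min at RT in 25 mM Hepes pH 7.5, 0.01% Triton X-100. Hydroperoxide detected by Fe-xylenol orange; 573/405 nm absorbance ratio.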
PNC assembly inh = inhibitors of perinucleolar compartment assembly; PC3M PTB-GFP, PNC prevalence imaging, 16 h; stronger effect = lower value; activity change (PNC), negative = inhibition, % at 10 µM; hit rate 3.1% among 140,000; AID 2417;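 active means readout at or below -70, meaning at least 70% loss of cells showing the perinucleolar compartment, a nuclear body marking cancer cells; inconclusive means readout between -30 and a set limit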;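 further: plate controls were DMSO wells for no effect and camptothecin positive control wells for full effect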
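Compounds are pinned in duplicate onto adhered PC3M cells stably expressing GFP-tagged PTB and incubated 16 h at 37 C. Cells are then fixed, nuclei stained with Hoechst, and PNC-positive cells counted.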
IMPase inh = membrane-permeable compound that blocks inositol monophosphatase. CHO-M1 cells, IP1 accumulation, HTRF TR-FRET ratio. inhibition (IP1 accumulation), % at 46.1 µM. 120,000 tested, under 10 active. AID 901; active means well fitted curve in the direction sought with a large enough effect in the signal ratio, not every such curve was filed as active; inconclusive means small, poorly fitted or top-dose-only effect, or a change in a side signal; inactive means no such curve, though single readings can be large or run the other way; the % refers to the signal ratio;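 further: cells stimulated with carbachol in lithium chloride buffer; plate controls were DMSO basal wells for no effect and reference inhibitor wells for full effect; higher means more IMPase inhibition seen as more IP1 and lower FRET ratio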
Target sequence (P97697 whole entry, looked up): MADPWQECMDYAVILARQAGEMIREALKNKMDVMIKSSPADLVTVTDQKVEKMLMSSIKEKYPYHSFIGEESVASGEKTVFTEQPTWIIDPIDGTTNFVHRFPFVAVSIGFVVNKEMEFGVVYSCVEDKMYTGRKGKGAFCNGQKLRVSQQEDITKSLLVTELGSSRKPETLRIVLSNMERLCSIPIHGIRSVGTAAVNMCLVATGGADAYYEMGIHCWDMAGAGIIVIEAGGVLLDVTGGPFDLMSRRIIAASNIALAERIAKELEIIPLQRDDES
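CHO-M1 cells (CHO stably expressing M1 receptor), compound up to 46 uM final, stimulated with carbachol (50 uM as added) in buffer with 50mM LiCl, pH 7.4, 30 min at 37C. Cytosolic IP1 read by TR-FRET; AC50 from Hill fits.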
12-hLO inh = blocks human 12-lipoxygenase activity; P18054; purified 12-hLO, xylenol orange hydroperoxide absorbance; Potency, µM (doses to about 57.1 µM), for inactives: at the highest dose activity change, negative = inhibition, most hits filed as inhibitors; hit rate 0.12% among 150,000; further: potency means the concentration at half of the fitted maximal effect; nearly all actives have a fitted effect of over 55% in size; many of its hits are not listed in these tables
Target sequence (P18054 whole entry, looked up): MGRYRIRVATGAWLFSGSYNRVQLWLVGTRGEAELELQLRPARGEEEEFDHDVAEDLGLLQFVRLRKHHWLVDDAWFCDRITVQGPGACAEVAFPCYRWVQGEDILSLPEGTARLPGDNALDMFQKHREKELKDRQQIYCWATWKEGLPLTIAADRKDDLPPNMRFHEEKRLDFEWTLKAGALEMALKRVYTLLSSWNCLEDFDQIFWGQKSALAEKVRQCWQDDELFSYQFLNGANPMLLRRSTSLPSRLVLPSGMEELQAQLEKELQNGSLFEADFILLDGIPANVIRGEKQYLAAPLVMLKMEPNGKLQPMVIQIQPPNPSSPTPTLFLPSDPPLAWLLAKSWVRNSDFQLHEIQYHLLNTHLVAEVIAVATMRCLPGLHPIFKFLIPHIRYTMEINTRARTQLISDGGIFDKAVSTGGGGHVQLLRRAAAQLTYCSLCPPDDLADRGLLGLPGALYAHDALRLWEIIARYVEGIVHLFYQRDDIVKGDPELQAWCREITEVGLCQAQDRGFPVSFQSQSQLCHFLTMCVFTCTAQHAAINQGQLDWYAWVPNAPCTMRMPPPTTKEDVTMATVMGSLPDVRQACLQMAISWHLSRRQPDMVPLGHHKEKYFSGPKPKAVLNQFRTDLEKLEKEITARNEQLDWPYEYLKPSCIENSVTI
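Hydroperoxide formation by human 12-lipoxygenase from 40 uM arachidonic acid was followed colorimetrically via ferric-xylenol orange complex, using the 573/405 nm absorbance ratio. Enzyme concentration was 150 nM, with 30 min reaction at room temperature.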
* = called active by the depositor; ? = inconclusive; . = not tested or not shown; [ ] = dose if it differs, or a comment. Unless noted, the call rests on the fitted dose curve; in most records, active means well fitted curve in the direction sought with a large enough effect; inconclusive means small, poorly fitted or top-dose-only effect, or another doubt; inactive means no such curve, though single readings can be large; an effect the other way counts as inactive or inconclusive. Unless noted, on the % scale 0 is the no-effect control and ±100 the full control effect. Only part of the results is shown (hit frequency here may not be typical).

Values in the order – ALOX15B inhib	PNC assembly inh	IMPase inh	12-hLO inh
> CN(C)C[C@H]1CCC2=C(C1=O)C(c1ccc(Cl)c(Cl)c1)C1=C(CC[C@H](CN(C)C)C1=O)O2
→ 0%[11.4 µM]	.	.	-4%[11.4 µM]
> O=C(NCCc1ccccc1Cl)C1CCN(S(=O)(=O)c2cccs2)CC1
→ -2%	?	-1	-6%
> Cn1c(=NC(=O)C2CC2)sc2cc(F)cc(F)c21
→ 0%	0	-6	-2%
> CCCCOC(=O)Nc1nnc(/C=C/c2ccc(OC)cc2)s1
→ .	?	.	-1%
> Cc1oc(-c2ccccc2F)nc1CS(=O)(=O)CC(=O)N1CCc2ccccc21
→ -6%	?	2	-4%
> CCC(C)Nc1nc(Cl)nc(NCCOc2ccccc2)n1 (stereo not drawn)
→ .	?	.	1%
> COc1ccccc1NC(=O)CSc1nnc(-c2ccc(C)cc2)o1
→ -5%	?	-8	4%
> COCCN(Cc1cc2cc(C)cc(C)c2nc1Cl)C(=O)Nc1ccccc1
→ 10%	60	14	0%
> Cc1ccc(C(=O)Nc2ccn(Cc3ccc(F)cc3)n2)o1
→ .	34	-3	3%
> COc1ccc(C(=O)NCc2nnc(SCC(=O)N3CCc4ccccc43)o2)cc1OC
→ -6%	-15	13	-3%
> c1cc2c3c(c1)c1c(n3CCNC2)CCCC1
→ 54%[activator]	.	2	-1%
> Cn1c(=O)[nH]c(=O)c2c1nc(Br)n2CC(O)COCc1ccccc1 (stereo not drawn)
→ 2%	11	6	-1%
> CC(=O)NC(=S)c1c(N)n(Cc2ccccc2)c(=O)n(C)c1=O
→ ?	-5	-5	-19%
> COc1ccc(S(=O)(=O)N2CCC(C(=O)NCc3ccccn3)CC2)cc1OC
→ 0%	23	4	-5%
> CNCc1ccccc1Sc1cc(O)ccc1O
→ .	-21	.	-18%
> COc1cc(NS(=O)(=O)c2ccc(N/C=C\C(=O)c3ccc(F)cc3)cc2)nc(OC)n1
→ .	11	-4	-5%
> CCC(=O)Oc1ccc(C2N(C(=O)CC)CCN2S(=O)(=O)c2ccc(C)cc2)cc1OC (stereo not drawn)
→ -1%	?	11	0%
> CCC(=O)c1cc(F)c(N2CCN(C(=O)c3ccco3)CC2)cc1C
→ -3%	?	4	4%
> CCOC(=O)c1ccoc1CSCC(=O)N1CCN(S(=O)(=O)c2ccc(C)cc2)CC1
→ -1%	?	-2	-1%
> CC1CN(C(=O)C2(C)CC2(Cl)Cl)CC(C)O1 (stereo not drawn)
→ .	45	.	3%
> Cc1ccc(C(=O)n2nc(-c3cccnc3)nc2N)cc1
→ 3%	27	5	0%
> CC(=O)Oc1ccc(-c2nc(-c3cccnc3)no2)cc1
→ 5%[2.29 µM]	?	12	-5%
> O=C(CSc1nc2ccccc2o1)Nc1nc2ccc(Br)cc2s1
→ -13%	31	-3	-7%
> COc1ccc(OC)c(C2SCCN2S(=O)(=O)c2cccc(C(F)(F)F)c2)c1 (stereo not drawn)
→ -6%	11	7	-7%
> COCCN1C(=O)c2oc3ccccc3c(=O)c2C1c1ccc(C(=O)OC)cc1 (stereo not drawn)
→ -3%	29	-1	5%
> CNC(=O)c1ccc(-c2ccc(F)cc2)s1
→ 6%	44	-1	-9%
> Cc1ccc(/C(C#N)=C\c2ccc(N3CCOCC3)o2)cc1
→ 13µM*	-26	4	-24%
> O=C(Nc1ccc2c(c1)oc1ccccc12)c1ccc(Br)o1
→ -5%	-3	-1	-4%
> Cc1ccc(Cn2c(NCCCn3ccnc3)nc3c2c(=O)n(C)c(=O)n3C)cc1
→ 26%	?	25	-5%
> N#Cc1c(NC(=O)CSc2nnc(-c3ccccc3O)n2-c2ccccc2)sc2c1CCCC2
→ -8%	?	2	-4%
> COc1ccc(Cc2nnc(SC)[nH]c2=O)cc1
→ -8%	12	-4	1%
> O=C(CCn1c(=O)[nH]c2ccsc2c1=O)N1CC(=O)N(CCc2ccccc2)C(=O)C1
→ -9%	4	-12	-3%
> CCOC(=O)c1c(C)nc2sc3c(=O)n(-c4ccc(C(C)=O)cc4)nnc3c2c1-c1ccc(Cl)cc1
→ -4%	-20	10	-2%
> COc1ccc(NC(=O)c2c(Cl)n(C)c3ccccc23)cc1
→ -7%	5	?	-8%
> O=P(O)(c1ccc(Cl)cc1)c1ccc(Cl)cc1
→ 0%	-3	-7	-2%
> CCOc1ccc(C2Sc3ccccc3NC3=C2C(=O)OC3)cc1 (stereo not drawn)
→ -12%	-5	5	-10%
> O=S(=O)(O/N=C1\CCCc2ccccc21)c1ccc(Cl)cc1
→ -3%	-18	3	-7%
> CN1CCc2c(sc3c2c(=O)n(-c2ccccc2)c2nnc(SCc4ccccc4)n32)C1
→ -17%	7	22	-7%
> Oc1c(I)cc(Cl)c2cccnc12
→ -23%	?	-4[20.6 µM]	?
> Cc1c(-c2nn(C)c(=O)c3ccccc23)oc2ccc(F)cc2c1=O
→ -5%	-2	9	-7%
> Cc1cc(C)cc(N2C(=O)C3CC=CCC3C2=O)c1 (stereo not drawn)
→ -9%	?	4	-6%
> Cc1cccnc1NC(=O)Cn1nc(C)c([N+](=O)[O-])c1C
→ -4%	?	-7	6%
> N#Cc1cc2c(nc1SCc1ccncc1)CCC2
→ -1%	1	-8	-15%
> O=S(=O)(/N=S1/CC=CCN1S(=O)(=O)c1ccccc1)c1ccccc1 (stereo not drawn)
→ 15%[2.29 µM]	?	1	-21%
> Nc1ccc(S(=O)(=O)O)cc1
→ -10%	.	.	1%
> Nc1nc2n(n1)C(c1ccco1)CC(c1ccc(F)cc1)N2 (stereo not drawn)
→ 15%	?	-3	-1%
> CCc1ccccc1N1C(=O)c2cccc3c(N4CCOCC4)c([N+](=O)[O-])cc(c23)C1=O
→ -16%	3	2	1%
> Cc1ccc(Nc2nnc(SCC(=O)Nc3ccc(S(=O)(=O)N4CCOCC4)cc3)s2)cc1
→ -19%	17	0	-9%
> COc1cc(C2C3C(=O)N(Cc4ccccc4)C(=O)C3ON2c2ccccc2)cc(OC)c1O (stereo not drawn)
→ 4%	-1	6	-17%
> O=C(Nc1cccc(OCC(=O)N2CCOCC2)c1)C1CCCCC1
→ -4%	11	0	-1%
> Cc1ccc(/C=N\NC(=O)Cn2nnc3ccccc32)o1
→ 1%	-15	-4	-2%
> CCc1cc(=O)oc2c(CN3CCN(C)CC3)c(O)c(Cl)cc12
→ 7%	22	-27	-7%
> Cc1cc(C(=O)CSc2nnc(-c3ccc(Cl)cc3)n2C)c(C)n1CC1CCCO1 (stereo not drawn)
→ -6%	2	3	-10%
> CCc1ccc(S(=O)(=O)NCc2csc(C)n2)s1
→ .	26	0	2%
> CCc1cc2cc(C(=O)N3CCN(c4ccccc4)CC3)sc2s1
→ -4%	-9	-5	-3%
> Cc1ccc(C(=O)N2CCN(c3ccccc3)CC2)cc1S(=O)(=O)N1CCCC1
→ -10%	?	-2	2%
> Nc1nnc(SC2CC(=O)N(c3ccccc3)C2=O)s1 (stereo not drawn)
→ -9%	11	3	2%
> CN(c1cccc(Cl)c1)S(=O)(=O)c1cccc(C(=O)Nc2ccc3c(c2)CCC3)c1
→ .	?	.	-3%
> CCCN1CCC(NC(=S)Nc2ccc(C(=O)OCC)cc2)CC1
→ .	64	0	1%
> CC(C)C(=O)Nc1ccc(NC(=O)c2ccco2)cn1
→ 0%	13	6	3%

Compound profiles (already shown). Order of screens: ALOX15B inhib	PNC assembly inh	IMPase inh	12-hLO inh
O=S(=O)(/N=S1/CC=CCN1S(=O)(=O)c1ccccc1)c1ccccc1 (stereo not drawn) across the screens: 15%[2.29 µM]	?	1	-21%
CN1CCc2c(sc3c2c(=O)n(-c2ccccc2)c2nnc(SCc4ccccc4)n32)C1 across the screens: -17%	7	22	-7%
Cc1cc(C)cc(N2C(=O)C3CC=CCC3C2=O)c1 (stereo not drawn) across the screens: -9%	?	4	-6%
O=C(CCn1c(=O)[nH]c2ccsc2c1=O)N1CC(=O)N(CCc2ccccc2)C(=O)C1 across the screens: -9%	4	-12	-3%

Given field by field: 4 of the compounds above.
COc1ccc(NC(=O)c2c(Cl)n(C)c3ccccc23)cc1
- ALOX15B inhib: -7%
- PNC assembly inh: 5
- IMPase inh: ?
- 12-hLO inh: -8%

O=P(O)(c1ccc(Cl)cc1)c1ccc(Cl)cc1
- ALOX15B inhib: 0%
- PNC assembly inh: -3
- IMPase inh: -7
- 12-hLO inh: -2%

CCOc1ccc(C2Sc3ccccc3NC3=C2C(=O)OC3)cc1 (stereo not drawn)
- ALOX15B inhib: -12%
- PNC assembly inh: -5
- IMPase inh: 5
- 12-hLO inh: -10%

O=S(=O)(O/N=C1\CCCc2ccccc21)c1ccc(Cl)cc1
- ALOX15B inhib: -3%
- PNC assembly inh: -18
- IMPase inh: 3
- 12-hLO inh: -7%

More entries follow.
Values in the order – ALOX15B inhib	PNC assembly inh	IMPase inh	12-hLO inh
> Cc1ccc(S(=O)(=O)Cc2ccc(C(=O)O)o2)cc1
→ -5%	-27	3	-5%
> COc1ccc(/C=N/NC(=O)CN(C2=NS(=O)(=O)c3ccccc32)c2ccccc2)cc1
→ .	23	.	-3%
> S=C(NN=C(C1CC1)C1CC1)Nc1ccccc1
→ .	22	6	-12%
> O=C(CSc1ccccc1C(=O)NCc1ccccc1)NC1CCCCCCC1
→ .	45	?	-3%
> CCN(CC)S(=O)(=O)c1ccc(Cl)c(NC(=O)COC(=O)c2cc(-c3ccccc3Cl)nc3ccccc23)c1
→ .	-3	.	1%
> Cc1cc(/C=N/O)c(C)n1-c1ccc(Br)cc1
→ .	36	.	-6%
> Brc1cccc(OCCCCN2CCCCC2)c1
→ .	28	.	12%
> COCCn1c(=O)[nH]c(=O)c2c(C(F)(F)F)cc(-c3cccs3)nc21
→ .	25	?	0%
> CCNc1nc(NCC)n2c(SCC(=O)N(CC)C3CCCCC3)nnc2n1
→ .	?	.	-3%
> CCn1c(CCNC(=O)c2ccc(Cl)cc2Cl)n[nH]c1=S
→ 0%	-19	?	6%
> CC(C)C(=O)Nc1cccc2nsnc12
→ -7%	?	-6	-2%
> O=c1c2sccc2[nH]c(=S)n1Cc1ccccc1
→ .	121	.	-2%
> COC(=O)Nc1ccc([N+](=O)[O-])cc1OC
→ .	47	-3	-3%
> C=CCC(Nc1ccco1)c1ccccc1 (stereo not drawn)
→ -5%	18	-8	-3%
> CCOC(=O)N1CCC(N(C(=O)Nc2ccc(Cl)c(Cl)c2)C(C)CC)CC1 (stereo not drawn)
→ 2%	-11	8	-1%
> COCCN1C(=O)/C(=C/c2ccc(OCc3ccc(C(=O)O)cc3)c(OC)c2)SC1=Nc1ccccc1
→ .	39	.	3%
> CCOC(=O)c1c(C)[nH]c(C(=O)Cn2c(=O)c3c(ncn3CC)n(Cc3ccccc3)c2=O)c1C
→ .	19	-4	-5%
> Nn1c(SCC(=O)Nc2nc3ccccc3s2)nncc1=O
→ .	24	.	-2%

With a hit mark in ALOX15B inhib, among the entries above:
Values in the order – ALOX15B inhib	PNC assembly inh	IMPase inh	12-hLO inh
> Cc1ccc(/C(C#N)=C\c2ccc(N3CCOCC3)o2)cc1
→ 13µM*	-26	4	-24%

Screening results from PubChem.
